Bioassay records deposited in PubChem by several laboratories.
Efflux pump inh = blocks antifungal efflux pumps in multiplex yeast assay; S. cerevisiae Candida pump triplex, Nile Red efflux; inhibition, % at 10 µM; 330,000 compounds, 0.44% hits;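 active = plate passing quality check with inhibition over a set limit, or well fluorescence over plate mean plus 4 SD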;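 note: Nile Red retained in pooled yeast measured as flow cytometry median fluorescence; 0% = buffer negative control and 100% = Enniatin B positive control; higher means more Nile Red kept so more efflux inhibition; some compounds called inactive have numbers as strong as hits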
HCV core dimer = blocks dimerization of HCV core protein. 300,000 compounds, 0.33% hits. inhibition, % at 5 µM. TR-FRET GST/Flag-core106 dimerization, 1536-well;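 active = inhibition above the mean of all tested compounds plus 3 SD, set per screening campaign, cut at about 45% in these data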
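test system = GST/Flag-tagged HCV core106 proteins | probe or stimulus = Eu donor and XL665 acceptor anti-tag antibodies | times = compound-protein-antibody incubation 4 h at 22.5 °C | signal = TR-FRET, excitation 340 nm, emission 617 and 671 nm | measure = percent inhibition of core106 dimerization signal | controls = wells lacking GST-core106 and wells with excess unlabelled core106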
PP5 primary = inhibitors of human protein phosphatase 5 (PP5). purified PP5c, OMFP substrate fluorescence. inhibition, % at 6.7 µM. 320,000 compounds, 0.18% hits. AID 1987;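 active = inhibition above the campaign's mean inhibition across all tested compounds plus 3 SD, cut at about 9.5% in these data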;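 note: 0% = DMSO only and 100% = 100 µM cantharidin control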
CTSL1 counter = cathepsin L1 inhibition, PFM18AAP counter-screen; recombinant F. hepatica cathepsin L1, Z-Leu-Arg-MCA fluorescence; inhibition, % at 5.96 µM; 300,000 compounds, 0.49% hits; AID 1906;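 active = inhibition above the mean of all tested compounds plus 3 SD, set per screening campaign, cut at about 17% in these data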;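 note: 0% = plate median of test compound wells and 100% = 1 µM Z-Phe-Ala-diazomethylketone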
TPT1 inhibitor = inhibitors of Candida albicans tRNA 2'-phosphotransferase TPT1; recombinant caTPT1, FP RNA substrate dephosphorylation; inhibition, % at 5 µM; 300,000 compounds, 0.81% hits;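 active = inhibition above the mean of all tested compounds plus 3 SD, set per screening campaign, cut at about 24% in these data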;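 note: plate controls were DMSO alone for no effect and ferristatin control at 100 nM for full effect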
ZTA DNA inh = counter-screen for EBNA-1 inhibitors: inhibitors of Epstein-Barr virus ZTA. P03206. ZTA-DNA binding, fluorescence polarization. inhibition, % at 11 µM. 320,000 compounds, 0.15% hits; in the data active = inhibition above about 33%
Target sequence (P03206 whole entry, looked up): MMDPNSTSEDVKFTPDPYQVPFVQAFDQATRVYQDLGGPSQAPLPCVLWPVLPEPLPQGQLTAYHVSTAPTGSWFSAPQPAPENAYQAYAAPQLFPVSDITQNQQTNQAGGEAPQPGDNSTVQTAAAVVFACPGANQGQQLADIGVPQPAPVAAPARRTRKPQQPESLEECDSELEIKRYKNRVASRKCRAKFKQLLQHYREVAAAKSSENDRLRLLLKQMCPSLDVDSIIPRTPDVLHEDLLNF
PP1 counter = blocks human PP1-alpha phosphatase, a PP5 counter-screen. P62136. purified PP1alpha, OMFP fluorescence. inhibition, % at 6.7 µM. 320,000 compounds, 0.9% hits;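 active = inhibition above the mean inhibition of all tested compounds plus 3 SD, computed separately for each screening campaign, cut at about 15% in these data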
PREPL inh = human PREPL enzyme inhibition; Q4J6C6; 320,000 compounds, 0.68% hits; recombinant PREPL, fluorescence polarization activity-based probe; inhibition, % at 5.96 µM; in the data active = inhibition above about 43%;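 note: 0% = enzyme with DMSO and 100% = wells lacking enzyme; many of its hits are not listed in these tables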
Target sequence (Q4J6C6 whole entry, looked up): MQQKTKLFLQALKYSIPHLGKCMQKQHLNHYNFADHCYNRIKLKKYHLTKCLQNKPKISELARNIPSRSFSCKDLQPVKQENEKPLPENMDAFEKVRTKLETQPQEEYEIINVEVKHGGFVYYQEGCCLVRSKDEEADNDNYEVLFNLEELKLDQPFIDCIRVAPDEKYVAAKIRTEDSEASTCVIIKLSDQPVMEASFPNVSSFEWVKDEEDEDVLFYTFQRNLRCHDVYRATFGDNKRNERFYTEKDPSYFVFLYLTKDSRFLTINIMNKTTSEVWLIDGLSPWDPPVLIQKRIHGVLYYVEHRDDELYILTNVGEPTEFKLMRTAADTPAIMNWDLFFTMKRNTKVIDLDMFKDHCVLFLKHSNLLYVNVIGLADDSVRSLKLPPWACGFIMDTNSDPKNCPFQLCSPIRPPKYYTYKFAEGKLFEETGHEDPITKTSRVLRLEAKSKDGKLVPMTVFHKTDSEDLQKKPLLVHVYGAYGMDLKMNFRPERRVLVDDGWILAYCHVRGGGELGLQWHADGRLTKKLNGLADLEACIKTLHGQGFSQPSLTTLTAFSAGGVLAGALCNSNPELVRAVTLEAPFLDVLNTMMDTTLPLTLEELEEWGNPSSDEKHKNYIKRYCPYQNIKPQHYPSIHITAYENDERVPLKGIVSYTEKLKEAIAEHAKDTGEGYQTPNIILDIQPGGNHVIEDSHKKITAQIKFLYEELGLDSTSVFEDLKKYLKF
EBNA-1 inhibitor = blocks EBNA-1 binding to DNA. EBNA-1 DNA binding, fluorescence polarization. inhibition, % at 14.8 µM. 300,000 compounds, 0.34% hits. AID 1950; in the data active = inhibition above about 28%
The depositor's hits bear a star; . = no result given. A portion of the library; rates above refer to the full screens.

SMILES	Efflux pump inh	HCV core dimer	PP5 primary	CTSL1 counter	TPT1 inhibitor	ZTA DNA inh	PP1 counter	PREPL inh	EBNA-1 inhibitor
COc1ccccc1NC(=O)N1CCN(C)CC1	0.0	-7	-3.7	-1	-4	-28	-2	3	-5
CCn1nc(C)c(Br)c1-c1nc(CS(=O)(=O)c2ccc(F)cc2)no1	0.2	4	3.5	1	0	-3	0	14	-4
Cc1ccc(NC(=O)c2cc(C(=O)c3cc(Cl)ccc3O)cn(-c3ccc(C)cc3)c2=O)cc1	0.5	35	-0.1	1	2	13	3	-1	2
O=C(N/N=C/c1cccnc1)c1[nH]ncc1Br	-0.1	-6	-0.4	2	1	-14	-1	-5	3
CCOC(=O)c1c(NC(=O)CSc2ncn[nH]2)sc(C(=O)N(C)C)c1C	0.2	-2	2.6	8	3	-11	-1	-4	0
O=C(Cc1c(F)cccc1Cl)NCCN1CCOCC1	0.0	3	-1.8	-3	-2	1	-2	18	-4
CCCCCCSc1cc(C)nc2ncnn12	0.0	-7	3.5	-1	3	-2	-8	-5	-17
COc1ccc2nc(N3CCC(O)CC3)c(C#N)cc2c1	0.1	-8	0.6	15	-21	3	-1	12	4
Cc1ccc(C)c(NC(=O)CN(C)C(=O)c2cccc(-n3cccc3)c2)c1	0.1	35	-1.1	3	2	-8	-1	13	-5
Cc1[nH]c(SCC(=O)Nc2cc(S(C)(=O)=O)ccc2Cl)nc1Cc1ccccc1	0.5	.	5.4	.	.	5	-2	11	.
Cc1nn(-c2nnc(NC3CCCCC3)nn2)c(C)c1Br	0.3	-10	3.1	2	4	9	2	1	-8
c1ccc(-c2cn3c(n2)CCc2ccc4cccnc4c2-3)cc1	-0.1	8	3.1	0	3	-1	-1	24	3
Cc1cccc(-n2ncc3c2CCCC3NC(=O)CCN2CCCCO2)c1C (centres undefined)	0.1	-3	-1.3	0	0	-6	-4	3	5
COCCn1c(CN2CCN(c3ccc(OC)cc3)CC2)nc2c1c(=O)n(C)c(=O)n2C	-0.1	0	1.2	2	1	3	-3	12	-4
O=C(Cc1ccc([N+](=O)[O-])cc1)Nc1nnc(C2CC2)s1	0.2	11	-0.3	2	6	0	-2	8	1
C/C(CC(=O)NCCCN1CCOCC1)=N\NC(=O)COc1cccc2ccccc12	0.2	2	-0.8	-2	-3	10	0	6	5
CCC1c2ccc(C)n2CCN1C(=O)Nc1ccccc1C(=O)OC (centres undefined)	-0.1	-2	-0.3	-3	-18	-5	-3	10	-2
CCOc1ccc(NC(=O)CN(C)C(=O)c2ccccc2SCC(=O)N2CCCC2)cc1OCC	0.0	-1	-1.1	4	6	-8	-1	11	-13
Cc1ccc(C)c(CSc2nc3[nH]ncc3c(=O)[nH]2)c1	-0.1	-19	-1.1	0	-3	-2	-4	-7	7
CC(C)Cn1c(N)c(C(=O)COC(=O)c2ccc(O)cc2)c(=O)n(C)c1=O	0.1	1	-0.6	-4	-3	-7	1	-4	-15
COc1ccccc1CCNC(=O)C(=O)NCC1OCCN1S(=O)(=O)c1cccs1 (centres undefined)	0.1	6	-0.9	1	4	-11	0	6	1
CCN(CC)c1nc(Nc2ccccc2)nc(Oc2ccc(C(=O)OC)cc2)n1	0.0	4	-0.1	4	1	0	2	17	-1
Cc1c(C(=O)N2CCc3ccccc3C2)oc2ccccc12	-0.4	4	2.0	-1	1	1	-1	-3	-10
Cc1ccc(NC(=O)CN(C)C(=O)COc2cccc3cccnc23)cc1	0.1	-1	0.7	2	2	7	8	7	3
O=C(NC(O)C(=O)c1cccs1)c1cccnc1 (centres undefined)	0.1	-4	-0.3	10	6	-17	-5	15	-5
COCCNC(=O)CSc1ccc(Cl)cc1	0.8	-6	2.4	-3	-5	8	-6	4	-12
O=C(Oc1cccc2ccccc12)C1CC1	0.6	-12	-3.1	-40	-1	19	0	4	-27
CCOC(=O)CSc1nc(C)c(C(C)=O)cc1C(N)=O	-0.1	1	-1.6	1	1	19	-6	2	13
CCOC(=O)C1C(=O)CC(=O)CC1CC(C)SCC (centres undefined)	0.1	0	0.8	4	-7	-18	1	14	2
CCOC(=O)c1c(NC(=O)CC2SC(=NC)N(C)C2=O)sc(C)c1C (centres undefined)	0.3	4	-0.5	-2	-2	9	-2	-5	-3
COCCNC(=O)c1c(N)n(-c2cccc(C)c2)c2nc3ccccc3nc12	0.0	2	3.9	3	-1	13	4	19	-6
O=C(NCc1cccs1)c1ccccc1[N+](=O)[O-]	0.1	-1	0.4	-3	1	8	1	0	6
CC(C)(CNC(=O)c1ccc(NS(=O)(=O)c2ccc(F)c(F)c2)cc1)N1CCOCC1	0.0	-5	0.3	-2	-2	-12	-4	20	-2
CCN1C(=O)c2cccc3c(N)ccc1c23	-0.1	-27	4.4	0	5	0	-3	46*	3
COc1ccc2sc(-c3ccccc3OC)c(-c3ccc(OC)nc3)c2c1	-0.1	.	-1.9	.	.	8	-2	15	.
COc1ccc(C(=O)Nc2nnc(CCc3ccccc3)s2)c(OC)c1	0.0	1	3.5	3	-3	-1	10	-9	1
CC1(C)CC(NCCN2CCN(C3=CC(=C(C#N)C#N)CC(C)(C)C3)CC2)=CC(=C(C#N)C#N)C1	-0.2	11	0.9	3	-1	-14	-1	13	8
Clc1ccccc1CN(Cc1ccco1)Cc1nnnn1C1CCCC1	-0.2	9	0.3	0	0	4	1	4	8
Cn1c(/C=C/c2cccc(Br)c2)nc2ccccc2c1=O	0.2	-8	-5.9	16	0	0	-7	-9	-14
Cc1cccc(NC(=S)N(C)C2CCCCC2)c1	0.1	-1	-1.3	-6	5	12	-5	-6	2
COc1ccc(NC(=O)/C=C/c2ccc(Br)o2)cn1	-0.4	32	-0.6	1	-6	0	0	2	2
O=C(Oc1ccc[nH]c1=O)c1cc([N+](=O)[O-])cc([N+](=O)[O-])c1	-0.1	4	-11	7	-4	-16	-6	11	-14
NC(=O)CC(NC(=O)c1cccc(Br)c1)c1ccc(N2CCN(c3ccc(F)cc3)CC2)c([N+](=O)[O-])c1 (centres undefined)	0.0	2	1.4	-1	1	-7	2	11	9
O=C(Nc1ncccc1O)c1cccc(S(=O)(=O)N2CCc3ccccc32)c1	-0.3	1	-0.7	5	-3	-3	9	-1	3
NCCCn1c(C(=O)c2cc(Cl)c(N)c(Cl)c2)c2ccccc2[n+]1[O-]	-0.1	3	0.5	9	-2	-10	-1	14	5
COc1ccc(CCC2(C)NC(=O)N(C(C)C(=O)N3c4ccccc4CC3C)C2=O)cc1 (centres undefined)	0.4	.	3.6	.	.	2	-1	9	.
COc1c2c(nc3occc13)C(CC=C(C)C)(OC)C(OC(C)=O)CC2 (centres undefined)	-0.2	3	1.9	0	-4	-1	3	-5	1
Nn1c(Cc2cccc3ccccc23)nnc1SC1CCOC1=O (centres undefined)	0.1	-5	3.0	-2	2	6	4	-4	-4

Looked up above:
`NC(=O)CC(NC(=O)c1cccc(Br)c1)c1ccc(N2CCN(c3ccc(F)cc3)CC2)c([N+](=O)[O-])c1` (centres undefined) | HCV core dimer = 2
`Cc1cccc(NC(=S)N(C)C2CCCCC2)c1` | PP5 primary = -1.3

(cont.)
SMILES	Efflux pump inh	HCV core dimer	PP5 primary	CTSL1 counter	TPT1 inhibitor	ZTA DNA inh	PP1 counter	PREPL inh	EBNA-1 inhibitor
COc1cccc(NC(=O)Cn2nnc(C(=O)Nc3cc(Cl)ccc3OC)c2N)c1	-0.1	30	0.5	-3	-2	-9	18*	-15	8
COc1ccc(-c2noc(CCC(=O)NCC3CCCO3)n2)cc1OC (centres undefined)	0.2	5	-1.2	0	-2	0	-5	-8	5
COc1ccc(CCNC(=O)COC(=O)c2ccc(C)s2)cc1	-0.1	.	2.5	.	.	-1	0	-6	.
COc1ccc(OC)c(/C=N/n2c(C)nc3ccccc3c2=O)c1	-0.1	-2	0.4	-2	-1	5	-5	2	8
Oc1cccc(O)c1O	0.5	-1	4.5	-4	3	13	1	30	-16
O=C1c2ccccc2C(=O)N1OS(=O)(=O)c1ccccc1	-0.2	0	3.1	13	-1	-19	-5	6	-4
Cc1cc(N2CCN(c3ccccc3)CC2)n2ncnc2n1	0.0	-2	1.5	-3	-3	-8	-3	8	0
O=C(NC1CC2CCCC(C1)N2C(=O)Nc1ccccc1)c1ccncc1 (centres undefined)	0.6	-10	1.9	-7	3	7	-8	17	2
COc1ccc(CCC(=O)NNC(=O)c2cc(Cl)ccc2OC)cc1OC	0.1	-3	0.2	-2	2	-9	-2	2	10
Cc1cc(C)c2nc(NNC(=O)c3ccc(S(=O)(=O)N4CCCCC4)cc3)sc2c1	0.1	16	0.4	0	-3	-7	16*	1	1
Cc1cc2cc(CN(Cc3ccco3)S(=O)(=O)c3c(C)ccc4nsnc34)c(=O)[nH]c2cc1C	-0.2	10	2.3	1	0	9	2	8	17
CC1=CC(C)C(CN(CCC[N+](C)(C)C)C(=O)Nc2ccccc2)C(C)C1 (centres undefined)	0.2	-2	1.7	-3	-2	-4	-5	-14	0
C=CCn1c(O)c(N=O)c2cc(C)ccc21	-0.1	-4	-0.2	-7	-1	0	1	11	2
CC(=O)c1ccc(N2CCN(S(=O)(=O)c3cccc(S(=O)(=O)N4CCOCC4)c3)CC2)cc1	0.1	12	0.4	0	0	21	7	-6	10
N/C(=N\OC(=O)Nc1ccccc1)c1ncc([N+](=O)[O-])s1	-0.1	12	4.0	4	0	-5	1	26	3
Cc1ccc(-n2ncc3c(NCc4ccco4)ncnc32)cc1C	-0.1	-2	0.1	-8	2	-1	-5	4	-14
CN(CC(=O)Nc1ccc(S(=O)(=O)N2CCCC2)cc1)CC(=O)Nc1ccc(F)c(F)c1F	0.0	-3	2.0	-5	0	-4	0	8	-4
Cc1ccc(-c2c(C)n([O-])c3c([n+]2=O)CCC3)cc1	-0.2	-11	-0.1	0	-3	-15	-5	9	2
Cc1nc2cc(C(=O)O)ccc2n1-c1ccccc1	0.2	18	-3.4	2	-1	15	-3	1	17
COc1ccc(-c2nc3ncccn3c2Nc2ccccc2)cc1	-0.1	5	0.2	5	1	10	-2	-7	0
O=[N+]([O-])c1cc([N+](=O)[O-])c(Oc2ccccc2F)cc1NN1CCCCC1	-0.2	19	-0.6	-2	0	-3	-4	5	6
Cc1ccc(Nc2ncccc2C(N)=O)cc1	-0.1	-12	4.4	6	-1	-6	-1	7	-9
Cc1ccccc1N(C(=O)c1ccccn1)C(C(=O)NCc1ccccc1)c1cccnc1 (centres undefined)	-0.1	-3	-2.1	-2	2	17	3	-12	-1
Cc1nc(N2CCC3(CC2)OCCO3)c2nnn(Cc3ccccc3F)c2n1	0.1	-5	0.9	2	-3	-15	-4	5	6
C/C(CC(=O)Nc1ccc(C)c(Cl)c1)=N\NC(=O)Cc1cccs1	0.1	-3	0.2	0	4	-4	-2	-3	4
O=C(COC(=O)c1ccccc1Nc1ccccc1)Nc1ccccc1	-0.1	3	-2.5	4	-1	3	-4	-1	5
Cc1ccc(NC(=O)O/N=C/c2ccc(Br)cc2)cc1	0.1	7	1.8	1	1	-7	5	2	11
O=C(N/N=C/C(c1ccccc1)c1ccccc1)c1ccccc1F	-0.1	4	-1.2	-1	-1	-1	-5	0	-1
Cc1cccc(C(=O)NNC(=S)NC(=O)c2cccs2)c1	-0.1	1	0.1	3	-5	11	0	5	12
